UDG counter – Primary qHTS assay for inhibitors of Activation Induced Cytidine Deaminase (AID): UDG Counterscreen signal; Uracil-DNA glycosylase; FRET deamination/UDG coupled assay, UDG read, 4 h; Potency, µM (titrated, usually from 115 µM), for inactives: at the highest dose activity change, negative = inhibition, most hits filed as inhibitors; 91,000 compounds, 0.14% hits; note: nearly all actives have a fitted effect of over 65% in size
AID inh – Primary qHTS assay for inhibitors of Activation Induced Cytidine Deaminase (AID): AID signal. Single-stranded DNA cytosine deaminase (Homo sapiens), Q9GZX7. AID deamination FRET fluorescence, UDG-coupled, 4 h. Potency, µM (top dose mostly 115 µM), inactives show at the top dose activity change, negative = inhibition, most hits filed as inhibitors. 91,000 compounds, 0.32% hits; note: nearly all actives have a fitted effect of over 25% in size
Target sequence (Q9GZX7 whole entry, looked up): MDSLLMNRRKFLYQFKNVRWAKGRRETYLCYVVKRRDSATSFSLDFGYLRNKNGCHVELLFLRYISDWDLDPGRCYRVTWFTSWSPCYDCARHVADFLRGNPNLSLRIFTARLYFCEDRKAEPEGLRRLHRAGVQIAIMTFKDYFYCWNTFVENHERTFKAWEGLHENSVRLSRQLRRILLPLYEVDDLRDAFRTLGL
Active calls of the source: *; u = inconclusive; [ ] = another dose, or the depositor's remark. Calls come from the whole dose curve; as a rule, active = well fitted curve in the direction sought with a large enough effect; inconclusive = small, poorly fitted or top-dose-only effect, or another doubt; inactive = no such curve, though single readings can be large; an effect the other way counts as inactive or inconclusive. % is set by controls: 0 for no effect and ±100 for the full control effect; potency is the fitted concentration of half-maximal effect. A portion of the library. The share of hits here may be higher or lower than overall.

Every second line gives: UDG counter | AID inh
1) Fc1ccccc1CSc1nc2ccccc2nc1SCc1ccccc1F
    -3% | 0%
2) NC(=O)COc1ccc(Cl)cc1Br
    -10% | -8%
3) Cc1ccc(S(=O)(=O)Nc2ccc(Nc3ccc([N+](=O)[O-])cc3[N+](=O)[O-])cc2)cc1
    -8% | -13%
4) O=C1CCCc2cc(S(=O)(=O)N3CCCC(C(=O)NCc4ccccc4Cl)C3)ccc2N1 (stereo not drawn)
    8% | 6%
5) Cc1sc2c(c1C)c(=O)n(CCc1ccccc1)c(=O)n2Cc1ccc(F)cc1
    u | -21%
6) COc1cc(C=O)cc(Cl)c1OCc1ccc(F)cc1
    -5% | -12%
7) CN(C)c1ccc(NC(=O)CSC2=Nc3ccccc3C3=NC(CC(=O)NCc4ccccc4)C(=O)N23)cc1 (stereo not drawn)
    88%[activator] | 3%
8) COc1ccc(-c2noc(-c3ccc(N4CCCCC4)c([N+](=O)[O-])c3)n2)cc1
    6% | 3%
9) CC(C)=CC1C(C(=O)Nc2c(C)cc(C)cc2C)C1(C)C (stereo not drawn)
    -8% | -10%
10) Cc1cc(C(C#N)c2ccc(Cl)cc2)c(Cl)cc1N (stereo not drawn)
    0% | -9%
11) CCOC(=O)C1CCN(C(=O)Cn2nc(C)n3c(cc4cc(F)ccc43)c2=O)CC1
    -27% | -1%
12) Cn1c2c(c(=O)n(C)c1=O)C(c1ccccc1[N+](=O)[O-])CC(=O)N2 (stereo not drawn)
    -2% | 16%
13) Cc1nnc2ccc(N3CCC(C(=O)Nc4ccc5c(c4)OCO5)CC3)nn12
    5% | 14%
14) Cc1ccc(C)c(NC(=O)c2nn(C)c3c2CS(=O)(=O)c2ccccc2-3)c1
    6% | 1%
15) CC1CCc2onc(C(=O)N3CCN(c4cccc(Cl)c4)CC3)c2C1 (stereo not drawn)
    -7% | u
16) COc1cc(NC(=O)c2cnn(-c3cccc(F)c3)c2C2CCNCC2)cc(OC)c1OC
    11% | 56%[activator]
17) COc1ccc(N2CC3=C(C2=O)C(c2ccc(O)c(OC)c2)NC(=O)N3C)cc1 (stereo not drawn)
    7% | 26%
18) CN(C)CCOC(=O)C12CC3CCC(CC(C3)C1)C2
    0% | 1%
19) CCSc1nc(=O)c2c(n1C)NC(=O)CC2c1ccc(O)cc1OC (stereo not drawn)
    10% | 2%
20) Cc1cc(Cl)ccc1NS(=O)(=O)c1c(C(=O)N2CCC(C)CC2)c(C)n(C)c1C
    -13% | 17%
21) S=C1NC2(CCCCC2)NN1c1ccc(Cl)cc1
    -12% | -5%
22) COc1ccc(C(=O)/C=C/c2cc(C)ccc2C)cc1OC
    -5% | -16%
23) O=C(Cn1c(=O)nc(-c2ccccc2)c2cc(Cl)ccc21)NCCc1ccccc1
    -4% | 5%
24) COc1cc(CN(C(=O)Nc2cccc(Cl)c2)c2ccccn2)cc(OC)c1OC
    11% | 4%
25) Cc1cccc(NC(=O)Cn2c(=O)n(Cc3ccc4c(c3)OCO4)c(=O)c3ccccc32)c1
    0% | 17%
26) Nc1nc(COC(=O)c2cccc(Cl)c2Cl)nc2ccccc12
    -3% | 2%
27) O=C(NCc1ccc(Cl)cc1)N1CCN(C(=O)c2ccccc2)CC1
    -9% | -10%
28) COc1cccc(-n2c(-c3ccco3)nc3c(cnn3-c3ccc(C)cc3)c2=O)c1
    -14% | 6%
29) Cc1cccc(N2CCN(C(=O)c3nn(C)c4c3CS(=O)(=O)c3ccccc3-4)CC2)c1C
    1% | u
30) Cc1ccccc1C(=O)N1CCC(N2CCN(Cc3ccc(F)cc3)C(=O)C2=O)CC1
    2% | 18%
31) CC1=C(C(=O)Nc2ccccc2)C(c2ccccc2C)n2nc(SCC(=O)c3ccc(C)cc3)nc2N1 (stereo not drawn)
    -22%[57.5 µM] | 1%
32) COc1ccc(-c2nc(S(=O)(=O)c3ccc(C)cc3)c(NCc3ccccc3)o2)cc1
    -13% | -18%
33) Cc1ccc(-c2cc(C(=O)O)c3cccc(Cl)c3n2)o1
    1% | 6%
34) C/C(=N\NC(=O)c1cccc(Br)c1)C(C)C
    7% | 8%
35) O=[N+]([O-])c1cccc(/C=N/Nc2ccc(Cl)nn2)c1
    1% | 3%
36) COc1ccc(NCc2cccn2-c2nnc(N3CCCCCC3)s2)cc1
    -15% | u
37) CCN1CCC(CNCc2cccs2)C1 (stereo not drawn)
    -3% | 10%
38) Cc1ccc(C)c(N2CCN(S(=O)(=O)c3ccc(-c4coc(C)n4)cc3)CC2)c1
    -7% | -14%
39) CCCCN(C)C(=O)Cn1c(C2CC(=O)N(c3ccc(C)cc3)C2)nc2ccccc21 (stereo not drawn)
    u | -3%
40) N#Cc1c(NCc2ccncc2)nc(-c2ccccc2)c2c1CCCC2
    4% | -9%
41) N#Cc1ccnc(N2CCN(C(=O)Nc3cccnc3)CC2)c1
    5% | 4%
42) CCN(CC)c1ccc(/C=N/NC(=S)Nc2cccc(C)c2)cc1
    1% | 2%
43) COc1ccc(/C=C2\Oc3c(ccc(OS(C)(=O)=O)c3C)C2=O)c(OC)c1
    -4% | -1%
44) COc1ccccc1Cn1cc(C(=O)c2ccc(Cl)cc2)c(=O)c2cc3c(cc21)OCCO3
    1% | u
45) Cc1c(Cl)cccc1NC(=O)C(C)n1nc(C)c2c(C)n(-c3ccccc3)nc2c1=O (stereo not drawn)
    -15% | u
46) COc1ccc(CNC(=O)c2ccc(-c3nc(CSc4ccc(C)cc4)c(C)o3)cc2)c(OC)c1
    -19% | -14%
47) Cc1cc(C(=O)NC2CCN(Cc3ccccc3)CC2)c2ccccc2n1
    1% | 11%
48) CC1=C(C(=O)Nc2ccccc2)C(c2ccccc2C)n2ncc(C(=O)Nc3ccccc3)c2N1 (stereo not drawn)
    -13% | u
49) N#Cc1cccc(Oc2cccc3cccnc23)c1C#N
    -8% | -11%
50) CC1CCCC(NC(=O)CSCc2cccs2)C1 (stereo not drawn)
    -4% | -14%
51) Cc1cccc(N2C(=O)CC(c3c[nH]c4ccccc34)C2=O)c1 (stereo not drawn)
    -2% | 7%
52) Cc1ccc(CNC(=O)C2CCCN(c3nnc(-n4c(C)ccc4C)s3)C2)cc1 (stereo not drawn)
    -24% | -11%
53) CCCCCCCOc1ccc(C2C3=C(CC(C)(C)CC3=O)OC3=C2C(=O)CC(C)(C)C3)cc1
    -14% | -20%
54) Cc1cccn2c(=O)c3cc(C(=O)NC(C)C)n(C)c3nc12
    7% | 3%
55) Cc1cccc(OCC(=O)Nc2cccc(-c3nc4ccccc4s3)c2)c1
    7% | 1%
56) CC(=O)Nc1ccc2nc(NC(=O)CS(=O)(=O)c3ccc(C)cc3)sc2c1
    22% | 9%
57) COc1cccc(N2CC(NC(=O)c3ccc4c(c3)OCO4)CC2=O)c1 (stereo not drawn)
    -1% | 5%
58) N#C/C(=C/c1cccc(O)c1)C(=O)Nc1ccc(N2CCOCC2)cc1
    2% | -1%
59) CCOc1cc2c(cc1CNC(=O)c1cc(S(N)(=O)=O)ccc1Br)OC(C)C2 (stereo not drawn)
    -4% | 6%
60) O=S(=O)(Nc1ccc(Cl)cc1)c1cccc(S(=O)(=O)c2ccc(Cl)c(Cl)c2)c1
    -7% | -20%

The results go on:
no.	SMILES	UDG counter	AID inh
61	CCN(c1ccc(-c2csc(C)n2)cc1)S(C)(=O)=O	-2%	-2%
62	CCOc1ccccc1CNC(=O)c1ccc2c(c1)N(Cc1ccc(C)cc1)CCS2	-5%	-18%
63	O=S(=O)(NC1CCSc2c(F)cccc21)c1ccccc1 (stereo not drawn)	-3%	-3%
64	CCOc1ccc2ccc(OCC)c(/C=C(\C#N)c3nc4ccccc4[nH]3)c2c1	-7%	4%
65	COc1cc2cc(CNc3ccccc3)c(=O)n(CC(=O)Nc3cc(C)cc(C)c3)c2cc1OC	-11%	u
66	Cc1cccc(C)c1NC(=O)COC(=O)c1ccc2c(c1)NC(=O)C(C)S2 (stereo not drawn)	6%	5%
67	CC1CCn2c(nc3cc(C(=O)NCCc4ccccc4)ccc32)C1 (stereo not drawn)	-9%	u
68	CCOC(=O)c1ccc(N2C(=O)c3[nH]nc(-c4ccc(C)cc4)c3C2c2ccc(O)c(OCC)c2)cc1 (stereo not drawn)	2%	-7%
69	COc1cc(/C=C(\C#N)C(=O)C(C)(C)C)ccc1OCc1c(Cl)cccc1Cl	-14%	-24%
70	CCCCCCCC1C(C#N)=C(N)SC(N)=C1C#N	-11%	11%
71	CN(CC(=O)NC(=O)NCC(F)(F)F)CC(=O)Nc1ccc(F)cc1	6%	8%
72	COc1ccc(-n2ccnc2SCC(=O)Nc2ccc(F)cc2F)cc1	-5%	-4%
73	COC(=O)C1(C(F)(F)F)N=C(N2CCCCC2)Oc2c1c(C)nn2-c1ccccc1 (stereo not drawn)	-15%	-9%
74	CC(=O)Nc1ccc(NC(=O)CSc2nc(C)c(C)o2)cc1	7%	0%
75	COc1ccc(NC(=O)Cn2nnc(C(=O)NCc3ccc4c(c3)OCO4)c2N)cc1	-5%	-10%
76	Cc1ccc(C(=O)N2CCc3cc(CNC(=O)CSc4ccccc4)ccc32)cc1	-15%	u
77	Cc1ccc2c(c1)c1c(c(=O)n(-c3ccccc3C)c(=O)n1CC(=O)c1ccc(Cl)cc1)n2C	3%	16%
78	CCc1ccc(-c2nc(CSCC(=O)N3CCN(c4ccc(F)cc4)CC3)c(C)o2)cc1	-13%	3%
79	COc1cc(OC)c(NS(=O)(=O)c2ccc3c(c2)NC(=O)CCS3)cc1Cl	8%	24%
80	NC(=O)C1=C(Nc2ccc3ccccc3c2)c2ccccc2S1(=O)=O	-6%	-4%
81	Cc1ccc(NC(=O)C2CCN(S(=O)(=O)c3ccc4c(c3)CCCC(=O)N4)CC2)cc1N(C)C	-5%	93%[activator]
82	CCCCN(C)C(=O)c1ccc2c(c1)NC(=O)C(CC(C)C)N2 (stereo not drawn)	-5%	5%
83	CCNC(=S)N/N=C/c1ccccc1F	-10%	-8%
84	CCC1(O)CC2CN(CCc3c([nH]c4ccccc34)[C@@](C(=O)OC)(c3cc4c(cc3OC)N(C=O)C3[C@]45CCN4CC=C[C@@](CC)([C@@H](OC(C)=O)[C@]3(O)C(=O)OC)[C@H]45)C2)C1 (stereo partly drawn)	-2%	-9%

Grouped by structure, the compounds so far with a Cl atom.
no.	SMILES	UDG counter	AID inh
2	NC(=O)COc1ccc(Cl)cc1Br	-10%	-8%
4	O=C1CCCc2cc(S(=O)(=O)N3CCCC(C(=O)NCc4ccccc4Cl)C3)ccc2N1 (stereo not drawn)	8%	6%
6	COc1cc(C=O)cc(Cl)c1OCc1ccc(F)cc1	-5%	-12%
10	Cc1cc(C(C#N)c2ccc(Cl)cc2)c(Cl)cc1N (stereo not drawn)	0%	-9%
15	CC1CCc2onc(C(=O)N3CCN(c4cccc(Cl)c4)CC3)c2C1 (stereo not drawn)	-7%	u
20	Cc1cc(Cl)ccc1NS(=O)(=O)c1c(C(=O)N2CCC(C)CC2)c(C)n(C)c1C	-13%	17%
21	S=C1NC2(CCCCC2)NN1c1ccc(Cl)cc1	-12%	-5%
23	O=C(Cn1c(=O)nc(-c2ccccc2)c2cc(Cl)ccc21)NCCc1ccccc1	-4%	5%
24	COc1cc(CN(C(=O)Nc2cccc(Cl)c2)c2ccccn2)cc(OC)c1OC	11%	4%
26	Nc1nc(COC(=O)c2cccc(Cl)c2Cl)nc2ccccc12	-3%	2%
27	O=C(NCc1ccc(Cl)cc1)N1CCN(C(=O)c2ccccc2)CC1	-9%	-10%
33	Cc1ccc(-c2cc(C(=O)O)c3cccc(Cl)c3n2)o1	1%	6%
35	O=[N+]([O-])c1cccc(/C=N/Nc2ccc(Cl)nn2)c1	1%	3%
44	COc1ccccc1Cn1cc(C(=O)c2ccc(Cl)cc2)c(=O)c2cc3c(cc21)OCCO3	1%	u
45	Cc1c(Cl)cccc1NC(=O)C(C)n1nc(C)c2c(C)n(-c3ccccc3)nc2c1=O (stereo not drawn)	-15%	u
60	O=S(=O)(Nc1ccc(Cl)cc1)c1cccc(S(=O)(=O)c2ccc(Cl)c(Cl)c2)c1	-7%	-20%
69	COc1cc(/C=C(\C#N)C(=O)C(C)(C)C)ccc1OCc1c(Cl)cccc1Cl	-14%	-24%
77	Cc1ccc2c(c1)c1c(c(=O)n(-c3ccccc3C)c(=O)n1CC(=O)c1ccc(Cl)cc1)n2C	3%	16%
79	COc1cc(OC)c(NS(=O)(=O)c2ccc3c(c2)NC(=O)CCS3)cc1Cl	8%	24%

Single records, as listed above. Order of screens: UDG counter | AID inh
Listed for `COc1ccc(NC(=O)Cn2nnc(C(=O)NCc3ccc4c(c3)OCO4)c2N)cc1` = -5% | -10%
Listed for `CCC1(O)CC2CN(CCc3c([nH]c4ccccc34)[C@@](C(=O)OC)(c3cc4c(cc3OC)N(C=O)C3[C@]45CCN4CC=C[C@@](CC)([C@@H](OC(C)=O)[C@]3(O)C(=O)OC)[C@H]45)C2)C1` (stereo partly drawn) = -2% | -9%
Listed for `COc1ccc(-n2ccnc2SCC(=O)Nc2ccc(F)cc2F)cc1` = -5% | -4%
Listed for `CCc1ccc(-c2nc(CSCC(=O)N3CCN(c4ccc(F)cc4)CC3)c(C)o2)cc1` = -13% | 3%
